# Source: PubChem
# IMPase Li inh – IMPase inhibition in cells with lithium potentiation; 210,000 compounds, 0.35% hits; CHO-M1 cells, IP1 TR-FRET (IP-One), carbachol + lithium; Potency, µM (series often up to 59.4 µM), for the others: at the highest dose activity, negative = IMPase inhibition, usual class: inhibitors;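 note: IP1 builds up when IMPase is blocked and the TR-FRET signal falls; potency is the fitted concentration of half-maximal effect; plate controls were basal vehicle for no effect and high inhibitor control for full effect; nearly all actives have a fitted effect of over 50% in size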
#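 Test compounds were applied to CHO-M1 cells previously cultured for 16–30 h at 2000 per well. A small lithium amount accompanied them; after 30 min at 37C, IP1 was quantified by TR-FRET.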
# HTT ATP protect – protects HTT-Q103 PC12 cells, measured by ATP; PC12 HTT-Q103 induced, cytoprotection, ATP luminescence, 40 h; Potency, µM (series often up to 56.4 µM), for the others: cytoprotection (ATP increase), usual class: activators; 230,000 compounds, 0.14% hits;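 note: potency is the fitted concentration of half-maximal effect; % of control where 0% means no effect; nearly all actives have a fitted effect of over 45% in size; toxic huntingtin expression switched on by the ecdysone agonist tebufenozide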
#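 PC12 cells with ecdysone-inducible HTT exon 1 Q103-GFP, induced with 100 nM tebufenozide and co-treated with library compounds in a dose series (1536-well, 1500 cells/well). Cytoprotection read as ATP content by ATPlite luminescence.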
# Lamin A splicing – changes lamin A minigene splicing in HeLa cells. HeLa LMNA splicing GFP/RFP minigene ratio, 48 h. Potency, µM (series often up to 46.1 µM), without a hit: top-dose ratio change, negative = inhibition, actives largely listed as inhibitors. 200,000 compounds, 0.01% hits; active = well fitted inhibition curve with a large enough effect in the signal ratio, with a control signal flat, not every such curve was filed as active; inconclusive = small, poorly fitted or top-dose-only effect, or effect the other way, or a change in a side signal; the % refers to the signal ratio; note: potency is the fitted concentration of half-maximal effect; % is set by controls: 0 for no effect and ±100 for the full control effect
#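 Read-out is the ratio of GFP to DsRed2 object intensity, acquired by 488 nm laser-scanning cytometry on HeLa lamin A-EGFP minigene reporter cells. Compound incubation 48 hrs at 37 °C in Opti-MEM with 2% FBS; DMSO 0.5% final.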
# Luc counter – Kinase-Glo luciferase inhibition (counter-screen); Q27757; 200,000 compounds, 0.28% hits; Kinase-Glo luciferase, ATP luminescence, 8 min; Potency, µM (highest dose often 38.3 µM), inactives show top-dose activity change, negative = inhibition, most hits filed as inhibitors; note: potency is the fitted concentration of half-maximal effect; % is set by controls: 0 for no effect and ±100 for the full control effect; nearly all actives have a fitted effect of over 60% in size
#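 Luminescence was the read-out, taken after 8-minute incubation at ambient temperature. Luciferase turned over luciferin with 10 uM ATP in imidazole pH 7.2 buffer containing KCl, MgCl2, Tween 20 and BSA.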
# CBFb-RUNX1 inh – inhibitors of human CBF-beta and RUNX1 interaction. Q01196+Q13951. AlphaScreen CBFb-His/RUNX1-biotin binding, biochemical. Potency, µM (titrated, usually from 59.8 µM), without a hit: at the highest dose activity, negative = inhibition, actives largely listed as inhibitors. 230,000 tested, under 10 active; note: % of control where 0% means no effect
# Target sequence (Q01196 whole entry, looked up): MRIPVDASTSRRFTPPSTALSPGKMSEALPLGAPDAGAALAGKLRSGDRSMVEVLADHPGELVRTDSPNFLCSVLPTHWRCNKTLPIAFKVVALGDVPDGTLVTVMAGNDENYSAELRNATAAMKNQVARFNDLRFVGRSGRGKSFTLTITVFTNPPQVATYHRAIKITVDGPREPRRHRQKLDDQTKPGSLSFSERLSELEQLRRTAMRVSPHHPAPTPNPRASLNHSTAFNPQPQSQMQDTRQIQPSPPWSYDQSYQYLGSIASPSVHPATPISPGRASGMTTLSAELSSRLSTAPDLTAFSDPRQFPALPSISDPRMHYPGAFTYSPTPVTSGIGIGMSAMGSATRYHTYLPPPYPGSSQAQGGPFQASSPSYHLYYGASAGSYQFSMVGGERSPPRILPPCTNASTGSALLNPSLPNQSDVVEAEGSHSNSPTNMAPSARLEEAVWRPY
# Target sequence (Q13951 whole entry, looked up): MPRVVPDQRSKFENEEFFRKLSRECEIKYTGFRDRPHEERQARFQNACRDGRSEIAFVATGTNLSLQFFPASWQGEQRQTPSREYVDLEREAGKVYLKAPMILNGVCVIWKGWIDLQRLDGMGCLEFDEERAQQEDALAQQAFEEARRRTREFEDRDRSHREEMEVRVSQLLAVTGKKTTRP
#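 AlphaScreen binding: CBFb-His and RUNX1-biotin (30 nM each) preincubated 20 min, compound added for 15 min, then nickel and streptavidin beads for 90 min, all at room temperature. Disruption of the interaction by any mechanism counts as activity.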
# SMN2 splice enh – increases expression of the SMN2 splice variant. HEK293 SMN2-luciferase splicing reporter, luminescence, 30-36 h. Potency, µM (highest dose often 46.1 µM), for inactives: at the top dose activity change, positive = activation, most hits filed as activators. 210,000 compounds, 2.8% hits; note: potency is the fitted concentration of half-maximal effect; % of control where 0% means no effect; nearly all actives have a fitted effect of over 55% in size
#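 qHTS luciferase splicing reporter: luminescence rises when SMN2 exon 7 is included in transfected HEK293 cells. Compound exposure lasted 30-36 h at 37C, with 4.5 mM final sodium butyrate as control, followed by a ONE-Glo read.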
# HTT aggregate – reduces HttQ103-GFP aggregates in PC12 cells; PC12 HttQ103-GFP aggregates, Acumen cytometry, 40 h; Potency, µM (doses to about 46.1 µM), without a hit: at the highest dose activity change, negative = inhibition, actives largely listed as inhibitors; 220,000 compounds, 1.1% hits; note: potency is the fitted concentration of half-maximal effect; % is set by controls: 0 for no effect and ±100 for the full control effect; nearly all actives have a fitted effect of over 60% in size
#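 PC12/HTTQ103-GFP, ecdysone-inducible; teb 100 nM; cpd qHTS titration; GFP aggregates read on laser cytometer, Ex 488/Em 500-530 nm.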
# * hit, by the source's call; ? = inconclusive; / = no result given; & = joins results of further samples; [ ] = dose if it differs, or a comment. Unless noted, calls come from the whole dose curve; as a rule, active = well fitted curve in the direction sought with a large enough effect; inconclusive = small, poorly fitted or top-dose-only effect, or another doubt; inactive = no such curve, though single readings can be large; an effect the other way counts as inactive or inconclusive.
# Start of the data: the first three compounds, to show the layout:
SMILES,IMPase Li inh,HTT ATP protect,Lamin A splicing,Luc counter,CBFb-RUNX1 inh,SMN2 splice enh,HTT aggregate
COC(=O)C1=C(C(=O)OC)[C@@H]2N(C)c3ccc(OC)cc3[C@@]23C[C@@H](C(=O)OC)N(S(=O)(=O)c2ccc(C)cc2)C3=N1,-7%,5%[10 µM],1%[9.22 µM],-1%[7.66 µM],0%[13.1 µM],-5%[9.22 µM],/
Cc1cc(C(=O)COC(=O)CNC(=O)c2ccc(F)cc2)c(C)n1Cc1ccco1,1%,?,-10%,-2%,?,19%,-21%
COc1ccc(CCN2CC(O)=C(c3nc4ccccc4c(=O)[nH]3)C2=N)cc1OC,12%[38.3 µM],10%[0.074 µM],8%,0%,5%,6%,-13%

# The whole of this part, from the start:
SMILES,IMPase Li inh,HTT ATP protect,Lamin A splicing,Luc counter,CBFb-RUNX1 inh,SMN2 splice enh,HTT aggregate
COC(=O)C1=C(C(=O)OC)[C@@H]2N(C)c3ccc(OC)cc3[C@@]23C[C@@H](C(=O)OC)N(S(=O)(=O)c2ccc(C)cc2)C3=N1,-7%,5%[10 µM],1%[9.22 µM],-1%[7.66 µM],0%[13.1 µM],-5%[9.22 µM],/
Cc1cc(C(=O)COC(=O)CNC(=O)c2ccc(F)cc2)c(C)n1Cc1ccco1,1%,?,-10%,-2%,?,19%,-21%
COc1ccc(CCN2CC(O)=C(c3nc4ccccc4c(=O)[nH]3)C2=N)cc1OC,12%[38.3 µM],10%[0.074 µM],8%,0%,5%,6%,-13%
CC1=C(C)C(=O)OC(C(C)C2CCC3C4CC=C5CC(OC6OC(COC7OC(CO)C(O)C(O)C7O)C(O)C(O)C6O)CC(O)C5(C)C4CCC23C)C1 (configuration not stated),0%,12%[10 µM],/,/,-1%,/,17%[9.22 µM]
C=CCN1C2CCCC1CC(NC(=O)Nc1cccc(C(C)=O)c1)C2 (configuration not stated),30%[38.3 µM],-3%[10 µM],-12%,0%,1%,39%,6%
CCCCCCNC(=O)c1c(O)c2ccccc2[nH]c1=O,-7%[38.3 µM],13%[10 µM],6%,1%,2%,0%,13%
Cc1cc(C(=O)Nc2cccc(C(=O)O)c2)c(C)o1,9%[38.3 µM],?,5%,-7%,-1%,?,/
O=C(COc1ccccc1[N+](=O)[O-])N/N=C/c1cccc(OC(=O)c2ccc3c(c2)OCO3)c1,23%,0%[10 µM],-13%,-1%,21%,?,-13%
Cc1ccc(/C=C2\SC(=S)N(CC(=O)Nc3ncc(Cc4ccccc4Cl)s3)C2=O)cc1,7%[38.3 µM],-25%,7%,3%,-2%,9%,9%
Cc1ccc(N2C(=O)CS(=O)(=O)CC2=O)cc1,3%,8%,?,3%,3%,-3%,16%[9.22 µM]
COc1ccc(C(=O)N2CCCC2)cc1S(=O)(=O)N1CCOCC1,-7%[38.3 µM],9%,6%,1%,0%,2%,5%
O=C(CCCN1C(=O)/C(=C/c2cccs2)SC1=S)Nc1cccnc1,0%,6%[10 µM],-5%[46 µM],-3%,-3%,/,-13%[9.22 µM]
CCOC(=O)N1CCN(C(=O)c2ccccc2NC(C)=O)CC1,21%,-60%[inhibitor][10 µM],/,-1%,1%,/,-31%[9.22 µM]
Cc1ccc2cc(C#N)c(NCCNC(=S)NCCCN3CCOCC3)nc2c1,28%,?,?,-6%,-11%,/,-13%[9.22 µM]
COc1ccccc1-n1cnc2c(c1=O)c1nc3ccccc3nc1n2-c1ccc(C)c(C)c1,11%,-12%[10 µM],-6%,4%,0%,-16%,1%
CCOC(=O)c1csc(-c2ccc3c(c2)CCO3)n1,/,-11%[10 µM],/,/,11%,/,-10%[9.22 µM]
COc1ccc(N/N=C(/C(N)=O)C2=NC(C)(C)Cc3ccccc32)cc1,13%,-8%[10 µM],?,4%,2%,-25%,10µM*
Nc1nc(SCc2c(Cl)cccc2Cl)n[nH]1,1%[38.3 µM],12%[10 µM],?,-5%,-2%,?,14%
CN1CC(=O)NC1=NC(=O)c1ccc(Cl)c(S(=O)(=O)N2CCCCCC2)c1,4%[38.3 µM],-29%,9%,0%,-4%,-5%,-8%
CCOc1ccc(C(C)C)cc1S(=O)(=O)Nc1ccc(Cl)cn1,27%[38.3 µM],1%[0.074 µM],5%,1%,21%,3%,12%
Cc1oc2c(c1C(=O)NCCO)CCCC2,8%[38.3 µM],0%,1%,-2%,4%,3%,-5%
COC(=O)c1ccc(C2NC(C(=O)O)CS2)cc1 (configuration not stated),14%[38.3 µM],-4%,-1%,-5%,-2%,6%,20%
CCCC(=O)Nc1ccc(-c2nc3cc(C)c(C)cc3o2)cc1,-2%[38.3 µM],-48%[inhibitor],6%,-2%,5%,11µM*,15%
CC(C)CN1C(=S)SC(C)(C)C1n1oc(=O)n(-c2ccc(Cl)cc2)c1=O (configuration not stated),50%[activator][38.3 µM],-25%,-15%,0%,27%,-6%,25µM*
c1ccc2c(c1)Sc1ccccc1-n1cnnc1-2,1%,29%[10 µM],-4%,1%,6%,-5%,6%
c1ccc2c(c1)nc(N1CCCCCC1)c1ccccc12,/,-12%[10 µM],/,/,?,/,1%[9.22 µM]
CCN(Cc1cc(Cl)cc(C)c1O)Cc1c(O)ccc2ccccc12,3%,-15%[10 µM],/,-4%[7.66 µM],/,-17%[9.22 µM],/
CC(O)CNc1nc2c(c(=O)n(C)c(=O)n2C)n1Cc1cccc(Br)c1 (configuration not stated),3%[38.3 µM],-17%,?,1%,3%,-50%[inhibitor],-26%
COc1cc(C(=O)N2CCN(c3cccc(C)c3C)CC2)cc(OC)c1OC,14%,-51%[inhibitor],?,2%,-3%,-18%,3%
Cc1nc2c(ccc3c([N+](=O)[O-])cccc32)c(C)c1C,-7%,-9%,/,1%,-8%,5%,-10%
C#CCOC(=O)C[N+](C)(C)CC=C,/,3%[10 µM],/,/,17%,/,-2%[9.22 µM]
COc1cccc(C2CC(C(F)(F)F)n3ncc(C(=O)NCc4ccco4)c3N2)c1 (configuration not stated),28%[38.3 µM],1%[0.074 µM],-7%,1%,-8%,25%,2.8µM*
COCCn1cnnc1SCC(=O)c1ccc(S(=O)(=O)N2CCCC2)cc1,28%[38.3 µM],-9%[10 µM],-3%,12%,7%,-11%,-4%
O=C(Nc1ccc(S(=O)(=O)Nc2ncccn2)cc1)c1cccc(S(=O)(=O)N2CCOCC2)c1,/,-3%[10 µM],/,/,5%,/,9%[9.22 µM]
Cc1nnsc1-c1nc2ccccc2[nH]1,-19%[38.3 µM],-7%,12%,-4%,12%,-15%,9%
C/C(=N\Nc1ccc([N+](=O)[O-])cc1[N+](=O)[O-])C(C)(C)C(C(=O)O)C(=O)O,-3%,-7%[10 µM],-7%,-1%,-3%,2%,?
Cc1ccc(NC(=O)C2(c3ccc([N+](=O)[O-])cc3)CCCC2)cc1,/,-22%[10 µM],-9%,/,-11%,/,-22%
CN1CCN(S(=O)(=O)c2ccc3c(c2)OCCO3)CC1,5%[38.3 µM],12%,-1%,18%,6%,3%,?
COCc1cc(=O)[nH]c(SCCS(=O)(=O)c2ccc(Cl)cc2Cl)n1,/,10%[10 µM],?,/,7%,/,31%[9.22 µM]
CC(=O)Nc1ccc(NC(=O)C(C)O/N=C/c2cccc([N+](=O)[O-])c2)cc1 (configuration not stated),5%[38.3 µM],-9%,2%,-5%,3%,28%,14%
COc1ccc(C(=O)NNC2CC(=O)N(Cc3ccccc3)C2=O)cc1OC (configuration not stated),-9%,7%[1.9 µM],-9%,-1%,2%,4%,10%
c1cncc(-c2nnc(SCc3nc4ccccc4[nH]3)o2)c1,-1%[38.3 µM],16%,8%,1%,4%,3%,17%
COc1ccc(NC(=O)C2=NNC(=O)CC2)cc1S(=O)(=O)N1CCCCC1,/,-15%[10 µM],/,/,-2%,/,-10%[9.22 µM]
N#CC1=C(N)Oc2nc[nH]c(=O)c2C1c1cccs1 (configuration not stated),-7%,-8%,-11%[46 µM],3%,8%,14%,8%
O=C(CC1CCC1)NC(c1ccccc1)c1ccccc1,14%,-33%[inhibitor],6%[46 µM],-1%,6%,-26%,0%[9.22 µM]
Cc1ccc(OCc2n[nH]c(=S)n2N)cc1C,-4%,-9%,/,-8%,-5%,-20%,6%
CC(=O)Nc1ccc(OCC(O)CN2CCN(S(=O)(=O)c3ccc(NC(C)=O)cc3)CC2)cc1 (configuration not stated),4%[38.3 µM],-1%[10 µM],8%,-1%,-3%,-8%,11%
COc1ccc(N=C(C)C2=C(O)COC2=O)cc1,-11%[38.3 µM],-3%,8%,-4%,-6%,-30%,14%
CC1CSc2nnc(CCc3ccccc3)n21 (configuration not stated),3%[38.3 µM],-4%,-6%,1%,-4%,-3%,2%
Cc1cccc(C)c1NC(=O)Nc1ccccc1-n1ccnc1,12%,6%[10 µM],/,/,?,/,-10%[9.22 µM]
Cc1ccc(NC(=O)CSc2nc(NS(=O)(=O)c3ccccc3)cc(=O)[nH]2)cc1,8%[38.3 µM],20%[10 µM],1%,0%,?,-12%,9%
O=C(O)CSc1nnc(C2COc3ccccc3O2)n1-c1ccccc1 (configuration not stated),-15%[38.3 µM],-1%,16%,18%,-6%,-21%,14%
Cc1c(S(=O)(=O)O)oc2c1C(=O)C(=O)c1c-2ccc2c1CCCC2(C)C,18%,/,-6%,-17%,/,-5%,/
O=C1NC(=Nc2ccc(O)cc2)S/C1=C\C=C\c1ccco1,/,-14%[10 µM],/,/,?,/,0%[9.22 µM]
COc1ccccc1N1CCN(C(=O)c2ccc(CN3CCc4ccccc4C3)cc2)CC1,29%[38.3 µM],6%,-8%,1%,-5%,-6%,-20%
CCCCC(=O)Nc1cc(N(C)C)nc2ccccc12,-13%[38.3 µM],-17%,9%,-1%,-1%,-8%,-10%
Cc1nn(CCCC(=O)Nc2c(F)cc(F)cc2Br)c(C)c1[N+](=O)[O-],2%,-4%,6%[46 µM],2%,-6%,18%,4%
COc1ccc(C2/C=C\CN(C(=O)CC(C)(C)C)CC(=O)N2Cc2ccc(F)cc2)cc1 (configuration not stated),/,8%[10 µM],/,/,4%&5%,/,-13%[9.22 µM]
CSc1cccc(NC(=O)/C=C/c2cccc(Cl)c2)c1,16%,/,?,0%,-4%,14µM*,16µM*
Cc1ccc(-c2nc3ccccc3c(=O)n2CCN2CCOCC2)cc1,-3%[38.3 µM],17%[10 µM],-6%,5%,7%,-3%,-17%
